Screens as filed in PubChem.
SENP8 block – SENP8 protease inhibitors, primary screen, biochemical, luminescence | 330,000 compounds, 1.2% hits | purified SENP8, Z-RLRGG-aminoluciferin cleavage | AID 2540, 2010 | inhibition, % at 10 µM
Target sequence (Q96LD8 whole entry, looked up): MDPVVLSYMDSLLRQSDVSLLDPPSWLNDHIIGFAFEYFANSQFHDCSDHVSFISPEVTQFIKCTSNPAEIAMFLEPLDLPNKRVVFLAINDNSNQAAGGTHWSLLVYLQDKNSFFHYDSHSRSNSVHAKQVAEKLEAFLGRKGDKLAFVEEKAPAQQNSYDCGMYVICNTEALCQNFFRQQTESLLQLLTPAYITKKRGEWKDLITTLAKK
HKDC1 inhibitor – HKDC1 hexokinase inhibitors, primary screen, biochemical, fluorescence, uHTS; recombinant HKDC1, G6PDH/diaphorase resazurin coupled fluorescence; inhibition, % at 20 µM; 340,000 compounds, 0.16% hits; AID 493160, 2011;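 active = inhibition above about 35% when tested at 20 µM, limit read from the data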;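 also: plate controls were DMSO wells with enzyme for no effect and DMSO wells lacking enzyme for full effect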
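Material: recombinant HKDC1 hexokinase; Amount: HKDC1 at 5 µg/mL; Medium: Tris pH 8.0 buffer with MgCl2, Tween-20, BSA, BME; Schedule: 90 min reaction incubation at room temperature, dark; Technique: coupled resazurin fluorescence, excitation 525 nm, emission 613 nm.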
697 NFkB inh – inhibitors of PMA/ionomycin-induced NF-kB reporter, 697 cells, primary screen, B-cell NF-kB inhibitor project, cell-based, luminescence, uHTS | inhibition, % at 4 µM | AID 435022, 2010 | 330,000 compounds, 0.33% hits | 697 B-cell NF-kB luciferase reporter, 16 h; in the data active = inhibition above about 35%
SENP7 inh – SENP7 protease inhibitors, primary screen, biochemical, luminescence, uHTS | Sentrin-specific protease 7 (Homo sapiens), Q9BQF6 | recombinant SENP7, Z-RLRGG-aminoluciferin luminescence, 40 min | inhibition, % at 5 µM | 330,000 compounds, 1.5% hits;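 active = inhibition above about 50% at the single test dose, limit read from the data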;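 also: plate controls were DMSO with enzyme for no effect and no enzyme buffer wells for full effect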
Target sequence (Q9BQF6 706-1050 limits assumed): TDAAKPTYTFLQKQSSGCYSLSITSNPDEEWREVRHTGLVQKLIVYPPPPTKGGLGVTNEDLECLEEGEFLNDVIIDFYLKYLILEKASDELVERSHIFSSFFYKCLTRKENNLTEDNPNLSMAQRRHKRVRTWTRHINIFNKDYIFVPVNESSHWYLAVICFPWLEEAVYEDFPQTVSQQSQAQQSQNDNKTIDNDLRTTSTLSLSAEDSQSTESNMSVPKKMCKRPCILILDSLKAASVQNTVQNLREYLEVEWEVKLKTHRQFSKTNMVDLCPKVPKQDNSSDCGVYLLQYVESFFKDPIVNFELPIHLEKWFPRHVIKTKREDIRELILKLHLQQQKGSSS
Jurkat NFkB inh – inhibitors of induced NF-kB luciferase reporter, primary screen, TCR NF-kB activation inhibitor project, cell-based, luminescence, uHTS; Jurkat, PMA/ionomycin-induced NF-kB luciferase reporter; inhibition, % at 4 µM; 330,000 compounds, 0.53% hits; AID 435003, 2010
Gli-Sufu antag – Gli-Sufu pathway antagonists, primary screen, luciferase luminescence, Sufu-KO-LIGHT cells, uHTS. Sufu-KO-LIGHT fibroblasts, Gli luciferase reporter luminescence. inhibition, % at 5 µM. 340,000 compounds, 0.74% hits. AID 588413, 2011;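 active = inhibition above about 55%, limit read from the data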;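 also: 0% = DMSO-treated cells and 100% = wells with medium but no cells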
Apaf-1 inh – inhibitors of human Apaf-1 apoptosome, primary screen, biochemical, DEVD-Rh110 fluorescence, uHTS; reconstituted apoptosome caspase-3 activity; 330,000 compounds, 0.71% hits; AID 489030, 2010; Apoptotic protease-activating factor 1 (Homo sapiens), O14727; inhibition, % at 20 µM; active = inhibition of at least 40% at 20 µM;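 also: plate controls were DMSO wells for no effect and DEVD-CHO caspase inhibitor wells for full effect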
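Material: reconstituted apoptosome with Apaf-1, cytochrome c, caspase-9, procaspase-3, dATP / Buffer or medium: pH 7.5 Hepes buffer with CHAPS, BSA, DTT / Also added: cytochrome c with DEVD-Rh110 / Schedule: compound with Apaf-1, dATP, procaspase-3 30 min, then 50 min reaction, room temperature / Technique: rhodamine 110 fluorescence at Ex 480/Em 540 nm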
UBC13 inh – UBC13 polyubiquitin chain formation inhibitors, primary screen, biochemical, TR-FRET, uHTS | Ubiquitin-conjugating enzyme E2 N (Homo sapiens), P61088 | inhibition, % at 20 µM | 330,000 compounds, 0.47% hits | AID 485273, 2010; in the data active = inhibition above about 45%, passing the limit was not always enough
* marks the source's active call; other numbers are inactive results; . = no result given. Rule as the data show it, unless noted: active = inhibition above about 50%; inactive = the rest.

Screens by letter – A = SENP8 block; B = HKDC1 inhibitor; C = 697 NFkB inh; D = SENP7 inh; E = Jurkat NFkB inh; F = Gli-Sufu antag; G = Apaf-1 inh; H = UBC13 inh
1. CCN(CC)S(=O)(=O)c1ccc(C)c(NC(=O)COC(=O)[C@@H]2CCCN2C(=O)c2cccs2)c1
  A: 2	B: -12	C: 6	D: 10	E: -8	F: -7	G: 10	H: -1
2. CSc1nnc(-c2nnc(SC)n2-c2ccccc2)n1-c1ccccc1
  A: 0	B: 3	C: 15	D: 3	E: -19	F: 1	G: -9	H: 12
3. COc1cccc(NC(=O)CCN2C(=O)c3ccc([N+](=O)[O-])cc3C2=O)c1
  A: 1	B: -5	C: 6	D: 9	E: 5	F: -12	G: 1	H: 1
4. O=C(N/N=C/c1sc2ccccc2c1O)c1ccccc1
  A: 2	B: -21	C: -24	D: 3	E: 7	F: 16	G: 10	H: -54
5. COC(=O)CN1C(=O)S/C(=C/c2cc(C)n(C)c2C)C1=O
  A: -4	B: -3	C: -50	D: 5	E: -29	F: -74	G: 6	H: -25
6. Cc1cc(C)c(OCC(=O)N2CCN(c3ncc(C(F)(F)F)cc3Cl)CC2)c(C)c1
  A: -1	B: 0	C: 2	D: -6	E: -9	F: 4	G: 17	H: -2
7. CC1CCCC(NC(=O)CSC2=Nc3ccccc3C3CC=NN23)C1C (centres undefined)
  A: -8	B: 2	C: 3	D: -3	E: -2	F: -5	G: 13	H: 4
8. CC1N(C)c2cc(NC(=O)c3cccs3)c(P(=O)(Nc3ccc([N+](=O)[O-])cc3)N3CCOCC3)cc2C1(C)C (centres undefined)
  A: 0	B: 2	C: 2	D: 5	E: 8	F: -5	G: 13	H: -2
9. CCN(CC)S(=O)(=O)c1ccc(C(=O)OCC(=O)NC2CCCC2)cc1
  A: -5	B: -3	C: -24	D: -13	E: -13	F: 7	G: 7	H: 7
10. COc1ccc(N(CC(=O)NCCC2=CCCCC2)S(=O)(=O)c2c(C)[nH]c(=O)[nH]c2=O)cc1
  A: 7	B: -5	C: -14	D: 2	E: 6	F: 3	G: -3	H: 3
11. CCOc1ccc(-n2cnnn2)cc1S(=O)(=O)NCCc1ccc(OC)c(OC)c1
  A: 0	B: -6	C: 9	D: 4	E: -3	F: -1	G: -2	H: -1
12. O=C(O)Cn1cc(/C=C2\SC(=O)N(c3ccccc3)C2=O)c2ccccc21
  A: 8	B: 0	C: -35	D: -2	E: -27	F: -6	G: 8	H: -2
13. COC(=O)c1nn(-c2cccc(C(F)(F)F)c2)c(=O)cc1Sc1ccccn1
  A: -8	B: -12	C: -11	D: -7	E: -2	F: -3	G: 4	H: -8
14. O=C(Cn1cc(C(F)(F)F)ccc1=O)N/N=C/c1ccccc1
  A: 8	B: -2	C: 18	D: -8	E: 0	F: 2	G: -8	H: -3
15. C/C(Cn1nnc([N+](=O)[O-])n1)=N\NC(=O)c1ccccc1O
  A: 6	B: 11	C: 6	D: 11	E: 2	F: -10	G: -20	H: 0
16. Nc1ccc(N2CCOCC2)cc1C(F)(F)F
  A: -13	B: -6	C: -12	D: 6	E: -9	F: 1	G: 1	H: -3
17. Cc1cccc(-n2ncc(C(=O)NC3CCCC3)c2C2CCN(C(=O)OC(C)(C)C)CC2)c1
  A: 8	B: -4	C: 19	D: 1	E: 12	F: -8	G: 18	H: 2
18. CCc1cccc2c(C(=O)COC(=O)c3ccc([N+](=O)[O-])s3)c[nH]c12
  A: 28	B: 4	C: 10	D: 7	E: 1	F: -2	G: 18	H: 2
19. CCNC(=O)NC(=O)C(C)OC(=O)[C@H](C)NS(=O)(=O)c1c(C)c(C)cc(C)c1C (some centres undefined)
  A: -3	B: -5	C: 19	D: -2	E: -1	F: -1	G: -9	H: -2
20. O=C(Nn1c(O)c(C=C2N=c3ccccc3=N2)sc1=S)c1ccccc1
  A: 1	B: 13	C: 16	D: -1	E: 8	F: 3	G: 13	H: -23
21. N#Cc1ccc(-c2cccs2)nc1SCc1cccnc1
  A: -9	B: -3	C: -37	D: 10	E: 66*	F: 60*	G: 3	H: 8
22. Nc1nnnn1/N=C/c1ccccc1OCc1ccc(Cl)cc1
  A: 4	B: 2	C: -2	D: 6	E: -16	F: 0	G: -9	H: 7
23. Cn1cc(/C=C(\NC(=O)c2ccccc2)C(=O)NCCN2CCOCC2)c2ccccc21
  A: -13	B: -3	C: -14	D: 10	E: -12	F: .	G: 2	H: -12
24. CC(=O)N1CCCC1(C(=O)O)c1ccccc1 (centres undefined)
  A: 0	B: -8	C: 4	D: 1	E: -1	F: 6	G: -18	H: 9
25. CN(Cc1ccccc1)S(=O)(=O)c1ccc(Cl)c(C(=O)NCCCN2CCOCC2)c1
  A: 0	B: -2	C: -34	D: -1	E: -10	F: 7	G: 3	H: -5
26. O=c1oc2ccccc2n1Cc1ccccc1
  A: -1	B: -10	C: 9	D: -10	E: 10	F: 1	G: -3	H: 7
27. CC1(C)C(=O)Nc2ccccc2N1C(=O)COc1ccccc1C#N
  A: 9	B: 0	C: 18	D: 12	E: 2	F: 4	G: 5	H: -10
28. COC(=O)N/N=C/c1cc(Br)ccc1O
  A: -17	B: -3	C: -2	D: -14	E: -7	F: 10	G: -2	H: -1
29. CC(C)(C)C(=O)Nc1c2c(nc3c1CCC3)CCCC2
  A: 7	B: 1	C: 14	D: 4	E: -11	F: -4	G: -1	H: -6
30. CCN1C(=O)C(NC(C)=O)c2cc(Br)ccc21 (centres undefined)
  A: -10	B: -5	C: 10	D: -13	E: -3	F: 9	G: 4	H: -1
31. CC(OC(=O)c1cccc(N(C)C)c1)C(=O)N1CCc2ccccc2C1 (centres undefined)
  A: 6	B: -4	C: 0	D: 6	E: 0	F: 2	G: 5	H: 9
